GAA glycogen = GAA glycogen-cleavage inhibition or activation. P10253. recombinant GAA, glycogen substrate, Amplex Red glucose oxidase fluorescence. Potency, µM (titrated, usually from 76.4 µM), for inactives: at the highest dose activity change, negative = inhibition, actives largely listed as inhibitors. 300,000 tested, 0.38% active;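 also: 0% = full enzyme reaction and -100% = no-enzyme basal signal; the screen sought inhibitors and activators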
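Recombinant human alpha-glucosidase (4 nM final) hydrolysed bovine liver glycogen (30 ug) for 40 min at 37 C in pH 5.0 citrate/phosphate with 0.01% Tween-20. Released glucose detected by glucose oxidase/Amplex Red, Ex 573/Em 610 nm. Compounds up to 77 uM; AC50 from Hill fits.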
aGal spleen mod = alpha-galactosidase A (human) modulation. Potency, µM (highest dose often 80 µM), without a hit: at the highest dose activity change, negative = inhibition, hits mostly inhibitors. 240,000 tested, 0.008% active. human spleen homogenate, 4MU-alpha-Gal fluorescence, 40 min;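 also: 0% = enzyme with vehicle and -100% = no enzyme basal signal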
Target sequence (P06280 32-429 limits assumed): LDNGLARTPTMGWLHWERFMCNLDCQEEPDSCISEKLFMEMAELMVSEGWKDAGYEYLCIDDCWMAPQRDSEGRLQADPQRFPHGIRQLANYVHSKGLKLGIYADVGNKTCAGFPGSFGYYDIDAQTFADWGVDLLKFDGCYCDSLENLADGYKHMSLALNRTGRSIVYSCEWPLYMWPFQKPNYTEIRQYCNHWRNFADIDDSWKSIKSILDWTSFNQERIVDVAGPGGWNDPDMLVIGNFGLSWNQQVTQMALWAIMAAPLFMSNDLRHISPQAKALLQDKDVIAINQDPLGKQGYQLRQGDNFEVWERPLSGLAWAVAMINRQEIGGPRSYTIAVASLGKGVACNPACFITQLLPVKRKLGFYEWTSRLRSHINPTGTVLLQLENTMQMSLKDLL
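Inhibition or activation of alpha-galactosidase in human spleen homogenate is scored by 4-MU fluorescence after 40 min at 37C, pH 5.0, with 1 mM substrate. AC50s come from concentration-response fitted to the Hill equation.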
GAA inh = inhibitors of human lysosomal alpha-glucosidase; P10253; purified human GAA, 4-MU-alpha-glucoside fluorescence; Potency, µM (doses to about 76.9 µM), for inactives: at the highest dose activity change, negative = inhibition, actives largely listed as inhibitors; 200,000 tested, 0.005% active;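 also: plate controls were uninhibited enzyme wells for no effect and no-enzyme background for full effect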
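Fluorogenic assay: 4 nM human alpha-glucosidase with 400 uM 4-methylumbelliferyl-alpha-D-pyranoside in 50 mM citrate/phosphate, 0.005% Tween-20, pH 5.0, 20 min at room temperature. Compounds tested up to 77 uM; AC50 from Hill fits.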
Tau fluor counter = counter-screen for tau fibril formation inhibitors | tau K18 P301L Alexa594 fluorescence, heparin fibrillization | Potency, µM (top dose mostly 57.7 µM), inactives show at the top dose activity change, negative = decrease | 280,000 tested, 0.93% active; also: % is scaled to controls: 0 for no effect and ±100 for the full control effect; nearly all actives have a fitted effect of over 55% in size
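Human tau K18 P301L (15 uM unlabeled, 0.24 uM Alexa 594-labeled) in 100 mM sodium acetate pH 7 with 20 uM heparin, 6 hr at 37 C. ThT 30 uM added, 1 hr ambient; Alexa 594 FP and total fluorescence read at 555/632 nm.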
aGlu spleen mod = inhibitors or activators of human alpha-glucosidase in spleen homogenate | Potency, µM (titrated, usually from 79.9 µM), for inactives: at the highest dose activity change, negative = inhibition, most hits filed as inhibitors | 240,000 tested, 0.006% active | human spleen homogenate, 4-MU-alpha-glucoside fluorescence | P10253;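 also: 0% = enzyme with vehicle and -100% = no enzyme basal signal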
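AC50 values come from Hill-equation fits of concentration-response data, normalized to no-enzyme and full-activity controls. Enzyme source: 1 ug human spleen homogenate; 1 mM fluorogenic 4-MU glucoside, pH 5.0 citrate buffer, 37 C, 40 min.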
Tau fibril FP = blocks human tau fibril formation measured by polarization | Potency, µM (series often up to 57.7 µM), without a hit: at the top dose activity, negative = inhibition, usual class: inhibitors | 280,000 tested, 0.39% active | K18 P301L tau heparin fibrillization, Alexa594 FP, 6 h | AID 1468 | P10636; also: % is scaled to controls: 0 for no effect and ±100 for the full control effect; nearly all actives have a fitted effect of over 55% in size
Target sequence (P10636 561-689 P618L limits assumed): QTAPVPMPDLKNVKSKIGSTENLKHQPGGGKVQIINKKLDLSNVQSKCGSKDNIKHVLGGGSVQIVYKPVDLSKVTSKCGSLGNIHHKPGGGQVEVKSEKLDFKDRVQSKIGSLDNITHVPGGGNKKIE
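Read-out: fluorescence polarization of Alexa 594-labeled tau (0.24 uM), 555 nm excitation, 632 nm emission. Mixtures held 15 uM unlabeled K18 P301L, compound and 20 uM heparin, pH 7 acetate buffer, incubated 6 hr at 37 C.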
HTT ATP protect = protects HTT-Q103 PC12 cells, measured by ATP. PC12 HTT-Q103 induced, cytoprotection, ATP luminescence, 40 h. AID 1471. Potency, µM (top dose mostly 56.4 µM), inactives show cytoprotection (ATP increase), most hits filed as activators. 230,000 tested, 0.14% active;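 also: % of control where 0% means no effect; nearly all actives have a fitted effect of over 45% in size; toxic huntingtin expression switched on by the ecdysone agonist tebufenozide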
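Readout: ATPlite luminescence (ATP level). Model: stable PC12, inducible Htt exon1 Q103-GFP. Inducer: tebufenozide, 100 nM final. Compounds: dose series. No G418 in medium.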
Tau ThT inhib = blocks human tau fibril formation measured by thioflavin T; P10636; recombinant tau K18 P301L (four-repeat tau fragment), heparin-induced fibrillization, ThT fluorescence; Potency, µM (titrated, usually from 57.4 µM), for inactives: at the top dose activity, negative = inhibition, usual class: inhibitors; 270,000 tested, 2.1% active; also: % is scaled to controls: 0 for no effect and ±100 for the full control effect; nearly all actives have a fitted effect of over 55% in size
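Aggregation was driven by heparin (20 uM final) acting on recombinant tau […] bearing P301L in 100 mM sodium acetate pH 7; fibrils were detected with Thioflavin T.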
Numbers without * were called inactive; ? = inconclusive; . = no result given; [ ] = remark or other dose. Calls follow the shape of the dose curve; as a rule, active = well fitted curve in the direction sought with a large enough effect; inconclusive = small, poorly fitted or top-dose-only effect, or another doubt; inactive = no such curve, though single readings can be large; an effect the other way counts as inactive or inconclusive. Potency is read from the fitted curve at half-maximal effect.

Each structure is followed by: GAA glycogen | aGal spleen mod | GAA inh | Tau fluor counter | aGlu spleen mod | Tau fibril FP | HTT ATP protect | Tau ThT inhib
COc1ccc(S(=O)(=O)Nc2nncs2)cc1
→ -3% | 3% | 4% | 3% | 6% | 10% | 13%[10 µM] | -2%
Cc1ccc(NC(=O)c2nc[nH]c2C(=O)N2CCN(c3ccccc3)CC2)cc1
→ 5% | 4% | . | -20% | 9% | -3% | 8%[10 µM] | -5%
COc1ccccc1C(C)NC(=O)c1ccc(C)o1 (stereo unspecified)
→ 2% | -5% | 2% | -8% | -7% | 3% | -22% | -14%
Cc1ccc(C)c(OCCn2cc(/C=C(\C#N)C(=O)NCC3CCCO3)c3ccccc32)c1 (stereo unspecified)
→ 1% | 1% | -1% | -10% | -7% | 0% | 16%[10 µM] | -6%
CN(C)c1ccc(C(=O)Nc2cccc(-c3nc4cccnc4s3)c2)cc1
→ 8%[76.3 µM] | . | . | -10% | . | ? | . | 3%
Cn1c(SCc2ccc(F)cc2)nnc1-c1cccs1
→ 6% | 8% | -4% | -6% | 6% | -7% | -9%[0.074 µM] | -7%
COc1cc(C2N(C)CCC3(OCCO3)C2(C)C)cc(OC)c1OC (stereo unspecified)
→ -2% | 2% | -1% | 3% | 7% | -6% | 5%[0.074 µM] | 4%
COc1cc(C2Sc3ccccc3NC3=C2C(=O)OC3)cc(OC)c1OC (stereo unspecified)
→ 5% | 1% | -8% | -5% | 1% | 3% | 6%[10 µM] | 2%
COc1ccc(/C=N/NC(=O)c2cccc(OC(F)(F)C(F)F)c2)c(OC)c1OC
→ -5% | 3% | -2% | -20% | -13% | -3% | -8%[10 µM] | ?
Cc1nc(Nc2ccc(O)cc2)c2c3c(sc2n1)CCCC3
→ 14µM* | 10% | -9% | ? | 8% | 20% | -27%[10 µM] | ?
CCc1n[nH]c(=S)n1/N=C/c1ccc2c(c1)OCO2
→ -21% | 8% | -14% | -7% | 8% | -4% | -9% | -9%
CS(=O)(=O)n1nc(NCc2cccs2)nc1NCc1cccs1
→ -6% | 10% | 2% | -3% | 2% | 0% | -5% | -4%
Cc1nc(-c2ccccc2)cn2c1nc1ccccc12
→ -10% | ? | ? | -4% | 21% | -6% | 16%[10 µM] | -8%
COc1cc(/C=c2\s/c(=C\C(=O)C(C)(C)C)[nH]c2=O)cc(OC)c1OC
→ -6% | 2% | -6% | ? | -16% | -7% | -99% | ?
Cc1ccn2c(CNCCn3cccn3)c(C(=O)N3CCCCCC3)nc2c1
→ 4% | 5% | . | 5% | 2% | 3% | 3%[10 µM] | 0%
O=C(NCC(=O)N(c1ccc(F)cc1)C(C(=O)NCC1CCCO1)c1ccccc1)c1ccco1 (stereo unspecified)
→ -25% | 1% | 0% | 4% | -11% | -7% | -4% | 0%
CN1CCN(C(=O)c2ccc(N(C)S(=O)(=O)c3cccs3)cc2)CC1
→ 1% | 3% | -8% | -15% | 4% | -2% | -14% | -11%
CCc1nnc(NC(=O)c2ccc(NS(=O)(=O)c3ccccc3)cc2)s1
→ 4% | 0% | 0% | -13% | -2% | -3% | -19%[1.9 µM] | -2%
COc1cc(Br)c(C(C)NC(=O)c2cccc(Br)c2)cc1OC (stereo unspecified)
→ 1% | 1% | -6% | -11% | 3% | -6% | -25% | -4%
CC(C)=C(NC(=O)c1ccccc1)C(=O)Nc1ccc(C(=O)O)cc1
→ -7% | 3% | . | 7% | -2% | 0% | 2%[10 µM] | 2%
Cn1c(=O)oc2cc(S(=O)(=O)N3CCC(N4CCCCC4)CC3)ccc21
→ -11% | -5% | . | 0% | -3% | -11% | 19%[10 µM] | 0%
O=C(Cn1ccc2ccccc2c1=O)NCCC(=O)Nc1cccnc1
→ 4% | -8% | -1% | -5% | -3% | 0% | -19% | -10%
O=C(CSC1=NCCS1)Nc1ccc(S(=O)(=O)N2CCCCCC2)cc1
→ 1% | -12% | -11% | -30% | -13% | 1% | -17% | -18%
COc1ccc(C(=O)NCC(O)COc2ccc(C(C)(C)C)cc2)cc1[N+](=O)[O-] (stereo unspecified)
→ 9% | -7% | 3% | ? | -8% | 5% | 4%[10 µM] | -13%
C=CCc1c(C)nc(N)[nH]c1=O
→ -2% | 5% | 1% | 5% | 3% | 2% | 13%[10 µM] | 3%
CC(C)(C)NC(=O)CN(C(=O)CN1C(=O)C(=O)c2ccccc21)C(C)(C)C
→ -4% | 0% | -8% | -7% | 4% | 8% | 4% | -4%
Cc1ccc(-n2nc(C)c3c(C)onc3c2=O)cc1
→ 9% | -5% | 4%[15.4 µM] | 4% | 2% | -4% | 11%[10 µM] | -2%
Cc1ccc(-c2nn(C)c(=O)c3ccccc23)cc1S(=O)(=O)N1CCOCC1
→ 4% | -15% | -5% | -4% | 0% | -8% | -12%[10 µM] | -2%
CS(=O)(=O)N(CC(=O)N1CCCCCC1)c1ccc(Br)cc1
→ -11% | -6% | 10% | -3% | -9% | 0% | 11%[10 µM] | 4%
COc1ccc(CNC(=O)c2cnc3sc4cc(OC)ccc4n3c2=O)cc1
→ 10%[76.3 µM] | . | . | -16% | . | -2% | . | -1%

Shown with tabs: part of the list above
structure	GAA glycogen	aGal spleen mod	GAA inh	Tau fluor counter	aGlu spleen mod	Tau fibril FP	HTT ATP protect	Tau ThT inhib
COc1ccccc1C(C)NC(=O)c1ccc(C)o1 (stereo unspecified)	2%	-5%	2%	-8%	-7%	3%	-22%	-14%
Cc1ccc(C)c(OCCn2cc(/C=C(\C#N)C(=O)NCC3CCCO3)c3ccccc32)c1 (stereo unspecified)	1%	1%	-1%	-10%	-7%	0%	16%[10 µM]	-6%
CN(C)c1ccc(C(=O)Nc2cccc(-c3nc4cccnc4s3)c2)cc1	8%[76.3 µM]	.	.	-10%	.	?	.	3%
Cn1c(SCc2ccc(F)cc2)nnc1-c1cccs1	6%	8%	-4%	-6%	6%	-7%	-9%[0.074 µM]	-7%
COc1cc(C2N(C)CCC3(OCCO3)C2(C)C)cc(OC)c1OC (stereo unspecified)	-2%	2%	-1%	3%	7%	-6%	5%[0.074 µM]	4%
COc1cc(C2Sc3ccccc3NC3=C2C(=O)OC3)cc(OC)c1OC (stereo unspecified)	5%	1%	-8%	-5%	1%	3%	6%[10 µM]	2%
COc1ccc(/C=N/NC(=O)c2cccc(OC(F)(F)C(F)F)c2)c(OC)c1OC	-5%	3%	-2%	-20%	-13%	-3%	-8%[10 µM]	?
Cc1nc(Nc2ccc(O)cc2)c2c3c(sc2n1)CCCC3	14µM*	10%	-9%	?	8%	20%	-27%[10 µM]	?
CCc1n[nH]c(=S)n1/N=C/c1ccc2c(c1)OCO2	-21%	8%	-14%	-7%	8%	-4%	-9%	-9%
CS(=O)(=O)n1nc(NCc2cccs2)nc1NCc1cccs1	-6%	10%	2%	-3%	2%	0%	-5%	-4%
Cc1nc(-c2ccccc2)cn2c1nc1ccccc12	-10%	?	?	-4%	21%	-6%	16%[10 µM]	-8%

More entries
Each structure is followed by: GAA glycogen | aGal spleen mod | GAA inh | Tau fluor counter | aGlu spleen mod | Tau fibril FP | HTT ATP protect | Tau ThT inhib
Cc1coc(=N)n1CC(=O)c1ccc(Cl)cc1
→ -6% | 6% | . | -4% | -3% | -5% | 8%[10 µM] | -9%
COC(=O)CN1C(=S)N(c2ccc(OC)cc2)C(=O)/C1=C/c1cccs1
→ 11% | -2% | 3% | 0% | -3% | -8% | 5%[10 µM] | 7%
Cc1sc2nc(C)n(/N=C/c3ccc(O)cc3O)c(=O)c2c1C
→ 12% | -2% | -7% | -1% | 4% | ? | . | 5%
CC(C)NC(=O)/C(C#N)=C/c1ccc(N(C)C)o1
→ -19% | -8% | . | -22% | -6% | -13% | 19%[10 µM] | ?
O=C(OCCN1CCCCC1)c1ccc(Cl)cc1
→ 3% | 0% | -4% | -8% | 3% | -9% | 0% | -9%
O=C(O)CCn1cc(/C=C2/NC(=S)N(c3ccccc3)C2=O)c(-c2ccccc2)n1
→ -14% | -11% | -2% | -11% | -12% | 1% | 14%[10 µM] | -8%
COc1ccc(C(=O)Nn2cnc3ccccc3c2=O)c(OC)c1
→ 5% | -5% | 8% | -6% | -13% | -9% | -38% | -16%
COc1ccc(C(=O)Nc2cc(C(C)=O)c(/C=C/N(C)C)oc2=O)cc1
→ 9% | -2% | 9% | -12% | -7% | 2% | 7% | ?
S=C1NC(c2ccccc2)=NCN1c1ccc(Br)cc1
→ -15% | 4% | 2% | -27% | 3% | -3% | -21% | -17%
O=C(NCC(=O)N(Cc1ccccc1)C(C(=O)NC1CCCC1)c1ccco1)c1ccco1 (stereo unspecified)
→ 4% | 7% | 13% | -2% | -1% | 11% | -19%[10 µM] | -21%
O=C(NCCc1ccccc1)N1c2ccccc2Sc2ccccc21
→ -9% | -10% | -5% | -15% | 7% | 1% | -41%[inhibitor] | ?
O=C(CSc1nnc(Cn2nnc3ccccc32)o1)N(Cc1ccc(F)cc1)c1ccccc1
→ 1% | -9% | -13% | -14% | 1% | -1% | 28%[10 µM] | -9%
Cc1ccc(-c2nnc(CSc3nnc4c5c(C)c(C)sc5nc(C(C)C)n34)o2)cc1
→ 1% | 7% | ? | 5% | 2% | 4% | -26%[10 µM] | 0%
COc1ccc(-c2cc(-c3ccccc3)nc(=O)[nH]2)cc1
→ -7% | 3% | . | 23% | 2% | 0% | 1%[10 µM] | .
O=C(Cc1cn2ccsc2n1)OCc1nc2ccccc2s1
→ 4% | -1% | -4% | -11% | -1% | -3% | 3% | -18%
Cc1ccccc1Nc1nnc(-c2ccc(C)c(S(=O)(=O)NCC3CCCO3)c2)c2ccccc12 (stereo unspecified)
→ -19%[76.3 µM] | . | . | -10% | . | -8% | . | -10%
O=C(CS(=O)(=O)c1ccccc1)Nc1ccccn1
→ 0% | 6% | -2% | 0% | -7% | -1% | -8% | -1%
O=C(Nc1ccccn1)C1(c2cccs2)CCOCC1
→ -14% | 9% | -2% | 6% | -9% | 1% | 13%[10 µM] | ?
C=CCNC(=S)N(Cc1ccccc1)Cc1ccccc1
→ 0% | -2% | ? | -7% | -2% | -1% | ? | 0%
